Bioassay records deposited in PubChem BioAssay by The Scripps Research Institute Molecular Screening Center.
PAFAH1B3 inh: inhibitors of human PAFAH1B3; Q15102; recombinant PAFAH1B3, FP-rhodamine probe, fluorescence polarization; inhibition, % at 3.39 µM; 0.28% of 340,000 active;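 active = inhibition above the screen-wide average of all tested compounds plus 3 SD, cut at about 25% in these data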;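 also: 0% = enzyme with DMSO only and 100% = wells lacking PAFAH1B3 protein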
LYPLA1 inh: LYPLA1 (human) inhibition in PME1 counter-screen; O75608; recombinant LYPLA1, FP-Rh probe fluorescence polarization; inhibition, % at 5.9 µM; 0.16% of 320,000 active; AID 2174;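 active = inhibition above the mean of all tested compounds plus 3 SD, set per campaign, cut at about 14% in these data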;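 also: inhibitors block serine hydrolase probe labeling of LYPLA1 so polarization falls; 0% = enzyme with DMSO and 100% = wells lacking LYPLA1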
GSTO1 counter: counter-screen for RBBP9 inhibitors: inhibitors of human GSTO1; P78417; recombinant GSTO1, activity-based probe fluorescence polarization; inhibition, % at 5.96 µM; 1.1% of 300,000 active; AID 1974;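 active = inhibition above the campaign mean inhibition plus 3 SD, cut at about 35% in these data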;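 also: 0% = GSTO1-1 with DMSO and 100% = wells lacking GSTO1-1 enzyme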
PREPL inhibitor: human PREPL enzyme inhibition; Q4J6C6; recombinant PREPL, fluorescence polarization activity-based probe; inhibition, % at 5.96 µM; 0.68% of 320,000 active; in the data active = inhibition above about 43%;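 also: 0% = enzyme with DMSO and 100% = wells lacking enzyme; many of its hits are not listed in these tables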
Target sequence (Q4J6C6 whole entry, looked up): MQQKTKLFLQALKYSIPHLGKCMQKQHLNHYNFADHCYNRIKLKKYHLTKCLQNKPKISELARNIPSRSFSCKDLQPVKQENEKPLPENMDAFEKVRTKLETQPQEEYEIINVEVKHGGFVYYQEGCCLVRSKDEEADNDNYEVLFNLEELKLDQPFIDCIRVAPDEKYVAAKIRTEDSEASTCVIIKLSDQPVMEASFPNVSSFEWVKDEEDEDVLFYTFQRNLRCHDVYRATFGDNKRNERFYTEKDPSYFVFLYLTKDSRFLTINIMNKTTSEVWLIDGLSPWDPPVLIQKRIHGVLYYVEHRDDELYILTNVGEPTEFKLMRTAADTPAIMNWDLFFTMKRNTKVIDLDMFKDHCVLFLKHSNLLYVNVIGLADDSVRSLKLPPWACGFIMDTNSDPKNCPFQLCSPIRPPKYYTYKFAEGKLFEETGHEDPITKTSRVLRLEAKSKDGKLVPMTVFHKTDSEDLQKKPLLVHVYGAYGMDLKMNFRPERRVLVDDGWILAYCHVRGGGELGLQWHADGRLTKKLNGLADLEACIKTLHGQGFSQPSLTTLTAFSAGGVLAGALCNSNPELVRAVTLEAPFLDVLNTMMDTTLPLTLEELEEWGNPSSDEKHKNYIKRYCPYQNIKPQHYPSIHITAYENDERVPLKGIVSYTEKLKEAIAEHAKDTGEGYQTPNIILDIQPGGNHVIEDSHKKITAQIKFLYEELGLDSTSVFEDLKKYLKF
LYPLA2 counter: blocks human lysophospholipase 2, a PME1 counter-screen; recombinant LYPLA2, FP-Rh probe fluorescence polarization; inhibition, % at 5.9 µM; 0.38% of 320,000 active; AID 2177;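 active = inhibition above the screen-wide mean plus 3 SD, limit set per campaign, cut at about 26% in these data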;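 also: 0% = LYPLA2 with DMSO and 100% = wells lacking LYPLA2 enzyme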
Target sequence (O95372 whole entry, looked up): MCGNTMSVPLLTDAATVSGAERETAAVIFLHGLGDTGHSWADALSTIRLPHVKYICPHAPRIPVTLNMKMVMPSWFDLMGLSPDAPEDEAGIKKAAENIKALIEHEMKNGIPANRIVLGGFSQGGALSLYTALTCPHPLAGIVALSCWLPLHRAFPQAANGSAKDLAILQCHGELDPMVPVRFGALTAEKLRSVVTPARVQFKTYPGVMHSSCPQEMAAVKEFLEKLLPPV
PAFAH1B2 inh: PAFAH1B2 (human) inhibition | P68402 | recombinant PAFAH1B2, FP-rhodamine activity probe, fluorescence polarization | inhibition, % at 3.39 µM | 1.2% of 340,000 active;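 active = inhibition above the mean of all tested compounds plus 3 SD, cut at about 24% in these data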;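 also: 0% = enzyme with DMSO and 100% = wells lacking PAFAH1B2; many of its hits are not listed in these tables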
PAD4 FP inh: blocks human protein arginine deiminase 4. Q9UM07. recombinant PAD4, RCA probe fluorescence polarization. inhibition, % at 6.36 µM. 0.41% of 330,000 active;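 active = percent inhibition above a cutoff equal to the mean of all tested compounds plus 3 SD, cut at about 15% in these data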;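 also: 0% = PAD4 with RCA probe and DMSO and 100% = probe without PAD4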
pPAFAH FP inh: pPAFAH (human) enzyme inhibition; recombinant pPAFAH, FP-rhodamine probe fluorescence polarization; Q13093; AID 463082; 1.5% of 330,000 active; inhibition, % at 3.39 µM;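 active = inhibition above the mean inhibition across the screen plus 3 SD, cut at about 25% in these data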;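 also: inhibitors block binding of the rhodamine activity-based probe so polarization drops; 0% = enzyme with DMSO and 100% = wells lacking pPAFAH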
PME-1 inh: blocks human protein phosphatase methylesterase 1. inhibition, % at 5.9 µM. 0.53% of 320,000 active. Q9Y570. recombinant PME-1, FP-Rh probe fluorescence polarization;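 active = inhibition above the campaign mean of all compounds plus 3 SD, cut at about 26% in these data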;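 also: competitive labeling of PME-1 active site by serine hydrolase directed probe; 0% = PME-1 with DMSO and 100% = wells lacking PME-1 enzyme; inhibitors block probe labeling so polarization falls and inhibition rises; many of its hits are not listed in these tables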
Starred values were filed as active, the others as inactive; / = no result given. Some of the compounds tested. The share of hits here may be higher or lower than overall.

SMILES	PAFAH1B3 inh	LYPLA1 inh	GSTO1 counter	PREPL inhibitor	LYPLA2 counter	PAFAH1B2 inh	PAD4 FP inh	pPAFAH FP inh	PME-1 inh
O=C(O)/C=C/C(=O)NNC(=O)c1ccc(Br)cc1	1.9	0.9	2.8	2.3	0.2	-3.4	-5.3	7.6	-6.5
COCCNC(=O)c1ccccc1NC(=O)CN(c1ccc2c(c1)OCO2)S(C)(=O)=O	-1.1	-1.8	-2.9	11.6	1.1	-2.6	-2.4	-3.6	7.5
Cc1ccc2c(C)c(C(=O)N3CCC(N4CCC(C(=O)NC5CC5)CC4)CC3)oc2c1	2.9	3.6	1.0	14.3	4.4	3.8	-1.2	15.5	-2.9
Cc1cc(C)c(C)c(S(=O)(=O)NC2CCN(Cc3ccccc3)CC2)c1C	0.3	0.7	-3.6	-32.0	-3.2	-1.2	-2.7	8.2	-2.2
CSc1nnc(SCC(=O)Nc2ccc3[nH]c(=O)[nH]c3c2)s1	2.8	-1.2	/	10.2	0.8	-2.7	-2.2	2.1	2.6
Cc1cccc(Nc2nnc(SCC(=O)c3ccc(Br)s3)s2)c1C	5.4	-10.1	3.6	-24.1	-18.5	-1.3	-0.5	13.7	-19.5
O=S(=O)(c1cc(Cl)ccc1Cl)N1CCc2ccccc21	12.1	-3.2	7.5	-20.8	-1.8	5.3	-1.8	5.2	1.1
Nc1nonc1-c1noc(CCCCCN2C(=O)c3ccccc3C2=O)n1	7.7	11.7	0.4	-46.6	20.6	2.4	0.6	2.6	2.3
COc1ccc(N(CC(=O)Nc2c(C)n(C)n(-c3ccccc3)c2=O)S(=O)(=O)c2ccccc2)cc1OC	-4.2	-0.3	9.4	-1.9	1.6	3.6	-2.8	4.2	-0.8
COC(=O)c1cc(S(=O)(=O)NCCc2sccc2C)c[nH]1	8.1	3.0	19.2	-5.6	12.7	-0.1	-1.8	6.8	-4.1
O=C1CCN(S(=O)(=O)c2ccccc2)CCN1CCOCc1cccc(F)c1	5.9	2.1	2.2	15.8	6.9	9.6	-2.5	19.9	5.0
CC(=O)NC(CCCNC(=S)NC1CCCCC1)C(=O)O (centres undefined)	5.2	3.0	5.4	3.3	-5.3	9.8	-6.0	-2.9	-1.9
CCOc1ccc(C(=O)CSc2nnc3ccccn23)cc1	0.7	1.4	4.6	7.3	3.4	2.0	-1.5	4.4	-4.8
CSCC[C@H](NC(=O)N1CCn2c1nc1ccccc12)C(=O)N[C@@H](C(=O)O)c1ccccc1	1.8	-3.1	-9.8	-2.2	2.0	1.5	-0.1	-2.3	-7.4
O=C(N/N=C/c1ccco1)/C(=C/c1cccc([N+](=O)[O-])c1)NC(=O)c1ccccc1	1.5	0.0	7.3	47.4*	9.2	6.6	3.9	4.2	0.6
O=C(NCc1ccccn1)C1CCN(S(=O)(=O)N2CCCCC2)CC1	-7.6	-0.5	3.0	2.1	-1.5	0.4	1.4	-3.6	-0.8
Cc1cc(C)c(NC(=O)c2cc3c(nc4sccn43)s2)c(C)c1	6.8	1.3	-4.3	3.6	-2.7	3.1	-4.4	3.9	-5.3
CC(C)(C)NC(=O)CSc1nnc(CN2CCCCCC2=O)n1-c1ccccn1	8.4	-0.1	-5.2	4.1	2.1	1.1	-1.5	4.1	-6.8
O=C(N/N=C/c1cc([N+](=O)[O-])ccc1Cl)c1cnccn1	14.0	2.7	0.9	-0.3	3.9	2.2	-0.7	5.1	-0.6
CCOC(=O)CCCn1ccc2cc(S(=O)(=O)N3CCCC3)ccc21	9.2	2.8	1.2	1.0	1.1	0.0	0.5	6.7	1.0
COc1ccc(CCN2C(=O)c3ccccc3NC2c2cc(Cl)c(O)c(OC)c2)cc1 (centres undefined)	3.0	-6.2	9.4	-0.6	-0.8	12.2	-1.6	-4.8	0.5
CC(=O)CC(=O)Nc1cccc2c1CCCC2	5.2	-0.6	0.4	-1.8	-0.9	-3.7	-3.4	-0.6	-9.2
CCOC(=O)C1=CC[C@@H](c2ccccc2Cl)N(S(=O)(=O)c2ccc(C)cc2)[C@H]1C(=O)OCC	6.4	0.1	/	1.3	6.7	11.3	-1.1	4.2	1.4
CCN(CC)C(=O)c1[nH]cnc1C(=O)Nc1cccc(C)c1	-0.3	1.3	/	-3.9	0.0	6.2	1.6	0.1	4.1
O/N=C/c1cc(Cl)ccc1OCc1ccccc1Cl	-2.5	-7.7	-8.6	-77.4	-9.5	0.0	1.3	6.9	-14.1
COc1ccc(S(=O)(=O)Nc2ccccc2OC)cc1NC(=O)Cc1cccs1	1.8	3.2	-1.4	-11.8	6.8	9.8	0.0	2.8	6.6
O=C(NCc1ccccc1)C1=C[C@H](C2CC2)C[C@H](OCc2ccc(CO)cc2)O1	5.3	0.7	-3.9	1.6	-9.7	6.7	-0.7	7.1	3.1
COc1cc(CCC(=O)Nc2c(C(=O)N3CCN(c4ccccc4)CC3)oc3ccccc23)on1	2.7	-1.0	3.0	1.5	2.4	1.6	2.2	2.4	5.7
CC(=O)c1ccc(OCC(=O)c2ccc(-c3ccccc3)cc2)cc1	-8.2	2.2	3.0	8.4	3.1	-1.0	3.7	5.0	3.5
CCCCNC(=O)COCc1cc(-c2ccc3c(c2)OCO3)on1	3.7	2.9	-5.0	6.4	1.6	2.0	-0.5	4.3	2.6
Nc1nc(-c2ccccc2Br)cs1	12.7	1.7	1.3	-9.2	-7.5	6.0	-1.2	-2.9	-0.7
COc1ccc(-c2[nH]ncc2CN(C)C(C)c2ccon2)cc1F (centres undefined)	-1.5	-2.3	12.5	7.8	-0.6	0.9	10.1	0.1	-7.3
CCOC(=O)CC(=O)CSc1nc2ccccc2c(=O)n1-c1ccc(C(=O)NCCOC)cc1	-2.5	2.2	-22.0	4.8	0.7	-6.8	-7.9	6.7	-0.2
COc1cc2c(cc1NC(=O)CSc1cccc[n+]1[O-])oc1ccccc12	-6.4	5.8	5.3	1.0	-1.6	0.6	1.3	7.8	-6.4
COc1ccc(/C=N/NC(=O)C(C)n2cnc3ccccc3c2=O)cc1OC (centres undefined)	-2.5	-3.0	4.5	1.5	-3.9	2.2	0.9	-5.0	-6.5
CC1CCCC(NC(=O)NC(=O)COC(=O)c2ccc(O)cc2O)C1C (centres undefined)	0.3	-4.7	/	-6.8	-2.2	4.7	-0.7	-2.1	-10.9
O=C(O)C1CCCN(S(=O)(=O)c2ccccc2)C1 (centres undefined)	4.2	-1.9	-2.3	-13.6	1.6	1.4	-1.3	0.2	-4.6
CSc1nc(Cc2ccccc2)nc2ccccc12	8.8	-3.3	-1.8	14.9	2.5	2.7	1.9	3.6	0.0
COc1ccc(OC)c(NC(=O)C(=O)NNC(=O)C23CC4CC(CC(C4)C2)C3)c1	/	0.5	-0.1	-5.9	1.5	/	1.9	7.7	1.3
OCCC1CN(C2CCN(c3ccccc3)CC2)CCN1Cc1ccc(F)c(F)c1 (centres undefined)	-5.9	0.3	1.6	19.0	0.6	1.6	-6.2	4.6	1.4
CCn1c(=O)c2ccccc2n2c(SCC(=O)NCc3cccs3)nnc12	2.3	-1.5	4.8	2.6	3.7	4.9	1.5	-2.1	1.6
NC(=O)NCC(=O)N1CCN(S(=O)(=O)c2ccc(Cl)s2)CC1	-1.3	1.5	/	9.2	-4.3	3.4	-8.5	2.4	-5.4
N#Cc1ccc(Cn2c(=O)c(C#N)c3n(c2=O)CCC3)cc1	4.1	-4.4	3.8	1.9	4.7	3.3	-0.6	1.5	0.7
COC(=O)c1c(NC(=O)COC(=O)C2CCC2)sc(C)c1C	1.9	-4.7	-3.6	-1.2	-3.6	1.6	-1.6	1.5	-2.4
Cc1cc(C(=O)NCCCn2ccnc2)sc1-c1ccccc1	6.2	2.1	7.4	-5.1	3.4	3.4	-0.4	2.5	-2.7
O=C(OCCN1CCN(c2ncc(C(F)(F)F)cc2Cl)CC1)c1ccc(Cl)cc1	-0.1	1.9	3.4	12.4	1.7	-2.1	-6.6	-3.6	-3.8
CC(C)c1cccc(-c2ccc3c(c2)S(=O)(=O)c2cccc(C(=O)NC4CCCC4)c2C3=O)c1	-2.5	/	/	23.7	/	2.7	5.7	4.2	/
COc1ccc(C(=O)NCC(=O)N2CCC3(CC2)NCCc2[nH]cnc23)cc1	-1.2	-2.5	6.6	4.8	-2.2	-7.4	-1.1	-1.5	0.2
C[C@H](CO)N1C[C@H](C)[C@@H](CN(C)S(=O)(=O)c2cccs2)Oc2ccc(NC(=O)Cc3ccccc3)cc2C1=O	6.5	/	/	3.8	/	1.3	5.1	7.2	/
CCOc1ccccc1C(=O)NCCNC(=O)c1ccccc1OCC	-0.2	2.2	-1.1	1.1	5.2	2.9	-2.0	2.2	3.2
Cc1cc2nc(CCl)cc(=O)n2[nH]1	1.2	-0.8	103.8*	0.8	-4.2	7.1	2.7	-1.9	1.2
CCOc1cc(C2C(C(C)=O)=C(C)Nc3ncnn32)ccc1O (centres undefined)	8.2	-2.3	2.8	9.1	2.4	4.4	-4.0	0.5	2.7
O=C(N/N=C/CCc1ccccc1)c1ccc(CN2c3cccc4cccc(c34)S2(=O)=O)cc1	0.5	-5.7	-4.3	-7.4	1.8	-2.3	-6.1	-8.1	-18.4
COc1cccc(C2=NOC(C(=O)Nc3cccnc3)C2)c1 (centres undefined)	4.6	2.1	4.9	12.3	-0.8	2.5	2.1	6.9	6.4
CCOc1ccc(CCNC(=O)COC(=O)c2nccnc2N)cc1OCC	2.5	-2.1	-0.9	5.4	-1.2	2.9	0.6	5.1	-7.8
CCOC(=O)CC(/C(C)=N\O)c1ccccc1 (centres undefined)	7.0	-3.8	2.7	3.8	1.3	16.8	20.6*	1.6	0.1
O=C(CN1CCOCC1)Nc1nc(-c2ccc3c(c2)CCN3S(=O)(=O)c2ccccc2)cs1	-2.1	-11.6	1.0	14.7	-18.2	-0.8	-10.7	-2.1	-11.3
Cc1ccc(S(=O)(=O)N(C)c2ccc(OCC(=O)Nc3nc(-c4ccccc4)cs3)cc2)cc1	-12.4	-26.7	-10.7	1.8	-42.9	-17.2	-3.2	-9.8	-41.1
Cc1ccc(/C(N)=N/OC(=O)CCC2CCCC2)cc1	4.8	5.9	0.6	10.6	3.7	7.3	-3.7	-2.1	3.0
Cc1cc(C)c(-c2noc(C(=O)OC(C)(C)C)c2C(=O)OC(C)(C)C)c(C)c1	11.7	5.2	-0.5	10.7	2.0	3.2	-4.2	-2.4	1.9
CCOC(=O)C1=CN(Cc2cccc(F)c2)S(=O)(=O)N(CC)C1c1ccc(C(F)(F)F)cc1 (centres undefined)	8.5	/	/	/	/	6.8	-0.5	3.9	/
CN(C(=O)Nc1cnccc1C(F)(F)F)C1CCCCC1	-1.6	3.8	-1.0	5.1	-1.4	5.5	-9.6	-4.6	-5.0
